MsrA inhibitor = bovine MsrA inhibition; purified bovine MsrA, absorbance read-out; inhibition, % at 15.5 µM; 0.75% of 360,000 active; AID 651718; in the data active = inhibition above about 4.5%;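 also: 0% = vehicle wells with enzyme and 100% = reference inhibitor wells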
MT1-MMP act inh = MT1-MMP (human) activation inhibition; P50281; HT1080 RFP-PRO-GFP cells, GFP/RFP ratio fluorescence, overnight; percent of plate control window, DMSO zero; GFP/RFP ratio change, % at 20 µM; 0.061% of 360,000 active; AID 651647;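 active = GFP/RFP ratio change of at least 30% with cell ATP level not reduced by more than half and red fluorescence within 50% of control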; also: strong numbers were not always called active
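Read-out: GFP/RFP fluorescence ratio; Test system: RFP-PRO-GFP reporter HT1080 cells; Compound dosing: single-point 20 µM compound, 1% DMSO; Times: overnight compound exposure at 37 °C.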
Neddylation inh = blocks human cullin neddylation; P61081+Q13564; TR-FRET cullin neddylation, biochemical; calls only at 25 µM; 0.58% of 360,000 active; AID 651699; in the data active = inhibition above about 36%
E coli Lon inh = inhibitors of E. coli Lon protease. P0A9M0. purified E. coli Lon protease, fluorescence polarization. inhibition, % at 7.94 µM. 0.42% of 360,000 active. AID 602123; in the data active = inhibition above about 13%, passing the limit was not always enough;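 also: 0% = enzyme with probe and DMSO and 100% = no enzyme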
SKN-1 inh = blocks SKN-1 activity in C. elegans; inhibition, % at 21.8 µM; C. elegans VP596 Pgst-4::GFP/RFP ratio, acrylamide-induced, 24 h; 0.49% of 360,000 active;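 active = interference check ratio from 0.5 to 1.5 plus GFP to RFP signal ratio inhibition reaching or exceeding a fixed threshold, cut at about 30% in these data, passing the limit was not always enough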; also: some compounds called inactive have numbers as strong as hits
FAS TE block = blocks the thioesterase domain of human fatty acid synthase; inhibition, % at 15 µM; 0.67% of 360,000 active; recombinant FAS-TE, OMFH fluorogenic substrate, fluorescence endpoint; P49327;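 active = compounds whose normalised, plate-corrected inhibition of enzyme fluorescence in the single-dose primary screen is 50% or more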;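 also: 0% = DMSO with enzyme and 100% = substrate without enzyme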
Rin1-Abl PPI inh = inhibitors of human Rin1-Abl protein interaction. inhibition, % at 7.35 µM. TR-FRET Rin1/Abl binding, biochemical. P00519+Q13671. 0.4% of 360,000 active; in the data active = inhibition above about 5%, passing the limit was not always enough
MsrA act = bovine methionine sulfoxide reductase A activation. 0.3% of 360,000 active. AID 602163. purified bovine MsrA, absorbance read-out. activation, % at 10.6 µM; in the data active = activation above about 7.5%;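 also: 0% = vehicle and 100% = reference activator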
CendR NRP1 mod = NRP-1/CendR interaction modulation. FAM-RPARPAR peptide binding to NRP-1, fluorescence polarization. AID 602438. 0.85% of 360,000 active. inhibition, % at 25 µM;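 active = inhibition or corrected inhibition above about 18%, plus a signal ratio from 0.5 to 1.5, limit read from the data, passing the limit was not always enough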; also: strong numbers were not always called active
Active calls of the source: *.

For Cn1nnnc1SCc1ccc(C(=O)Nc2ccccc2F)cc1 the results were MsrA inhibitor -0.2, MT1-MMP act inh 2, Neddylation inh inactive, E coli Lon inh 2, SKN-1 inh 4, FAS TE block -3, Rin1-Abl PPI inh -2, MsrA act 1 and CendR NRP1 mod -16.
O=C1CCSc2cccc3cccc(c23)N1 was read as MsrA inhibitor 1.3, MT1-MMP act inh 7, Neddylation inh inactive, E coli Lon inh -2, SKN-1 inh 4, FAS TE block -5, Rin1-Abl PPI inh -6, MsrA act -4 and CendR NRP1 mod -14.
For Cc1cc(C)c(C#N)c(Sc2ccccc2N)n1 the results were MsrA inhibitor -1.2, MT1-MMP act inh -7, Neddylation inh inactive, E coli Lon inh 16, SKN-1 inh 1, FAS TE block 13, Rin1-Abl PPI inh -1, MsrA act 0 and CendR NRP1 mod 0.
For CCCC(=O)NCn1nnc(-c2ccc(Cl)cc2)n1 the results were MsrA inhibitor -1.1, MT1-MMP act inh 5, Neddylation inh inactive, E coli Lon inh 3, SKN-1 inh -3, FAS TE block 1, Rin1-Abl PPI inh -3, MsrA act -2 and CendR NRP1 mod -6.
COc1cccc(C(NC(C)=O)c2nc(-c3ccc4c(c3)OCO4)cs2)c1 (stereo not drawn) was read as MsrA inhibitor 0.5, MT1-MMP act inh 5, Neddylation inh inactive, E coli Lon inh -4, SKN-1 inh 13, FAS TE block 5, Rin1-Abl PPI inh -1, MsrA act -3 and CendR NRP1 mod 0.
`COC(=O)c1cccc(NC(=O)c2ccccc2)c1` gave MsrA inhibitor 1.5, MT1-MMP act inh 2, Neddylation inh inactive, E coli Lon inh 6, SKN-1 inh 9, FAS TE block 0, Rin1-Abl PPI inh -2, MsrA act -1 and CendR NRP1 mod 10.
`O=C(CSc1nc2[nH]ncc2c(=O)[nH]1)Nc1cccc(Cl)c1` gave MsrA inhibitor 0.8, MT1-MMP act inh -2, Neddylation inh inactive, E coli Lon inh -6, SKN-1 inh 18, FAS TE block -12, Rin1-Abl PPI inh 1, MsrA act 0 and CendR NRP1 mod 8.
For O=C(c1cccnc1)N1CCN(C(=O)c2ccccc2F)CC1 the results were MsrA inhibitor 1.6, MT1-MMP act inh 2, Neddylation inh inactive, E coli Lon inh -3, SKN-1 inh -7, FAS TE block -1, Rin1-Abl PPI inh 0, MsrA act -6 and CendR NRP1 mod 14.
Screening CCCCCCn1nc(C(=O)OCC(=O)NC2CCS(=O)(=O)C2)c2ccccc2c1=O (stereo not drawn) returned MsrA inhibitor 1.1, MT1-MMP act inh 4, Neddylation inh inactive, E coli Lon inh 0, SKN-1 inh 8, FAS TE block 4, Rin1-Abl PPI inh -2, MsrA act 0 and CendR NRP1 mod 5.
For Cc1ccc(S(=O)(=O)/C(C#N)=C/c2c(N3CCOCC3)nc3c(C)cccn3c2=O)cc1 the results were MsrA inhibitor -0.2, MT1-MMP act inh -1, Neddylation inh inactive, E coli Lon inh -12, SKN-1 inh 1, FAS TE block 56*, Rin1-Abl PPI inh -5, MsrA act -3 and CendR NRP1 mod -29.
Screening COc1ccc(/C=C/C(=O)Nc2ccccc2C(F)(F)F)cc1OC returned MsrA inhibitor 2.0, MT1-MMP act inh -1, Neddylation inh inactive, E coli Lon inh -17, SKN-1 inh 9, FAS TE block -9, Rin1-Abl PPI inh -2, MsrA act -1 and CendR NRP1 mod -8.
Cc1cccc(-n2cc(CN3CCN(C(=O)c4ncn[nH]4)CC3)c(-c3cccc(F)c3)n2)c1 was read as MsrA inhibitor -1.1, MT1-MMP act inh -6, Neddylation inh inactive, E coli Lon inh -8, SKN-1 inh 7, FAS TE block -58, Rin1-Abl PPI inh 4, MsrA act -3 and CendR NRP1 mod -3.
Screening CCCOc1ccc(-c2nnn(CC(=O)c3c[nH]c4ccccc34)n2)cc1 returned MsrA inhibitor 0.1, Neddylation inh inactive, E coli Lon inh 0, SKN-1 inh 0, FAS TE block -1, Rin1-Abl PPI inh 1, MsrA act -1 and CendR NRP1 mod -48.
For CC(O)[C@H](NC(=O)C1CCN(C(=O)[C@H](Cc2ccccc2)NC(=O)OC(C)(C)C)CC1)C(=O)O (stereo partly drawn) the results were MsrA inhibitor -1.0, MT1-MMP act inh 2, Neddylation inh inactive, E coli Lon inh -2, SKN-1 inh 11, FAS TE block -6, Rin1-Abl PPI inh 1, MsrA act 1 and CendR NRP1 mod 8.
`CC(C)(C)S(=O)N1Cc2cc(C(=O)N3CCc4ccccc4C3)nc(-c3cccc(-c4ccncc4)c3)c2[C@H]1CCO` (stereo partly drawn) gave MsrA inhibitor -1.7, MT1-MMP act inh -7, Neddylation inh inactive, E coli Lon inh -11, SKN-1 inh -10, FAS TE block -12, Rin1-Abl PPI inh 3, MsrA act -5 and CendR NRP1 mod -28.
`C#CCNC(=O)C1=C[C@@H](C)[C@H](CCCO)[C@@H](OCC)O1` gave MsrA inhibitor -0.2, MT1-MMP act inh 5, Neddylation inh inactive, E coli Lon inh -2, SKN-1 inh 1, FAS TE block -14, Rin1-Abl PPI inh -1, MsrA act -1 and CendR NRP1 mod 3.
Screening O=C(CSc1nnc(-c2ccccc2)o1)OCc1ccccc1 returned MsrA inhibitor 0.8, MT1-MMP act inh -1, Neddylation inh inactive, E coli Lon inh -6, SKN-1 inh -7, FAS TE block 6, Rin1-Abl PPI inh 1, MsrA act 0 and CendR NRP1 mod 13.
CCc1ccc2[nH]c(=O)c(CN(CCCO)C(=O)NCc3ccccc3)cc2c1 was read as MsrA inhibitor 0.0, MT1-MMP act inh -5, Neddylation inh inactive, E coli Lon inh -1, SKN-1 inh -10, FAS TE block -5, Rin1-Abl PPI inh -4, MsrA act -10 and CendR NRP1 mod -10.
`O=C1CN(C(=O)c2cc([N+](=O)[O-])ccc2Cl)C(c2ccccc2)c2cc(F)ccc2N1` (stereo not drawn) gave MsrA inhibitor 0.3, MT1-MMP act inh -2, Neddylation inh inactive, E coli Lon inh 6, SKN-1 inh -1, FAS TE block 86*, Rin1-Abl PPI inh 4, MsrA act -13 and CendR NRP1 mod -7.
`Cc1ccc(C(=O)N(CN2CCCC2=O)c2ccc(F)cc2)cc1` gave MsrA inhibitor -0.7, MT1-MMP act inh -3, Neddylation inh inactive, E coli Lon inh 5, SKN-1 inh 3, FAS TE block -8, Rin1-Abl PPI inh -1, MsrA act -3 and CendR NRP1 mod 5.

Three compounds from above, arranged by count of non-hydrogen atoms, ascending:
For Cc1cc(C)c(C#N)c(Sc2ccccc2N)n1 the results were MsrA inhibitor -1.2, MT1-MMP act inh -7, Neddylation inh inactive, E coli Lon inh 16, SKN-1 inh 1, FAS TE block 13, Rin1-Abl PPI inh -1, MsrA act 0 and CendR NRP1 mod 0.
`COC(=O)c1cccc(NC(=O)c2ccccc2)c1` gave MsrA inhibitor 1.5, MT1-MMP act inh 2, Neddylation inh inactive, E coli Lon inh 6, SKN-1 inh 9, FAS TE block 0, Rin1-Abl PPI inh -2, MsrA act -1 and CendR NRP1 mod 10.
For Cn1nnnc1SCc1ccc(C(=O)Nc2ccccc2F)cc1 the results were MsrA inhibitor -0.2, MT1-MMP act inh 2, Neddylation inh inactive, E coli Lon inh 2, SKN-1 inh 4, FAS TE block -3, Rin1-Abl PPI inh -2, MsrA act 1 and CendR NRP1 mod -16.

Quoted at random: two compounds from above
For Cc1cc(C)c(C#N)c(Sc2ccccc2N)n1 the results were MsrA inhibitor -1.2, MT1-MMP act inh -7, Neddylation inh inactive, E coli Lon inh 16, SKN-1 inh 1, FAS TE block 13, Rin1-Abl PPI inh -1, MsrA act 0 and CendR NRP1 mod 0.
`O=C1CN(C(=O)c2cc([N+](=O)[O-])ccc2Cl)C(c2ccccc2)c2cc(F)ccc2N1` (stereo not drawn) gave MsrA inhibitor 0.3, MT1-MMP act inh -2, Neddylation inh inactive, E coli Lon inh 6, SKN-1 inh -1, FAS TE block 86*, Rin1-Abl PPI inh 4, MsrA act -13 and CendR NRP1 mod -7.

(list continues)
Screening Nc1ccc(C(=O)N2N=C(c3ccccc3)CC2(O)C(F)(F)F)cc1 (stereo not drawn) returned MsrA inhibitor 0.1, MT1-MMP act inh 0, Neddylation inh inactive, E coli Lon inh -18, SKN-1 inh -10, FAS TE block 2, Rin1-Abl PPI inh 4, MsrA act -2 and CendR NRP1 mod 2.
Screening Nc1nc(SCC(=O)Nc2c(Br)cc([N+](=O)[O-])cc2Br)n[nH]1 returned MsrA inhibitor 0.1, MT1-MMP act inh 1, Neddylation inh inactive, E coli Lon inh -1, SKN-1 inh 1, FAS TE block -29, Rin1-Abl PPI inh 3, MsrA act -1 and CendR NRP1 mod 8.
Screening O=C(NCCc1ccc(Cl)cc1)c1ccc(OCC2CCCO2)cc1 (stereo not drawn) returned MsrA inhibitor -0.3, MT1-MMP act inh 3, Neddylation inh inactive, E coli Lon inh -7, SKN-1 inh 1, FAS TE block 2, Rin1-Abl PPI inh -2, MsrA act -1 and CendR NRP1 mod 8.
O=C(NCc1ccccc1F)C1CCCN1C(=O)Nc1cccc(F)c1 (stereo not drawn) was read as MsrA inhibitor -0.9, MT1-MMP act inh -5, Neddylation inh inactive, E coli Lon inh -14, SKN-1 inh -1, FAS TE block 1, Rin1-Abl PPI inh 0, MsrA act -5 and CendR NRP1 mod 2.
`CC=Cc1cc(OC)c2c(c1)C(C)C(c1ccc(O)c(OC)c1)O2` (stereo not drawn) gave MsrA inhibitor 2.2, MT1-MMP act inh 1, Neddylation inh inactive, E coli Lon inh 1, SKN-1 inh 6, FAS TE block 20, Rin1-Abl PPI inh 0, MsrA act -7 and CendR NRP1 mod 2.
Cc1ccc(-c2nnn(CC(=O)N3CCN(c4nc5ccccc5s4)CC3)n2)cc1 was read as MsrA inhibitor -0.4, MT1-MMP act inh 5, Neddylation inh inactive, E coli Lon inh 6, SKN-1 inh 23, FAS TE block -4, Rin1-Abl PPI inh 1, MsrA act -2 and CendR NRP1 mod 2.
Cc1c(N2C(=O)c3ccccc3C2(O)c2ccccc2)c(=O)n(-c2ccccc2)n1C (stereo not drawn) was read as MsrA inhibitor -1.0, MT1-MMP act inh -11, Neddylation inh inactive, E coli Lon inh -9, SKN-1 inh -2, FAS TE block -7, Rin1-Abl PPI inh -2, MsrA act -8 and CendR NRP1 mod 4.
Screening COC(=O)c1c(NC(=O)COC(=O)CNC(=O)c2cccc(OC(F)F)c2)sc(C)c1C returned MsrA inhibitor -0.3, MT1-MMP act inh 7, Neddylation inh inactive, E coli Lon inh 9, SKN-1 inh 20, FAS TE block 3, Rin1-Abl PPI inh -2, MsrA act 0 and CendR NRP1 mod -2.
O=C(CCS(=O)(=O)c1cccc2nsnc12)NC1CCCCCC1 was read as MsrA inhibitor 0.0, MT1-MMP act inh 0, Neddylation inh inactive, E coli Lon inh -14, SKN-1 inh -8, FAS TE block -4, Rin1-Abl PPI inh 3, MsrA act -4 and CendR NRP1 mod 4.
O=C(Cc1cccs1)N1CCN=C1SCc1ccc(F)cc1 was read as MsrA inhibitor -1.0, MT1-MMP act inh 7, Neddylation inh inactive, E coli Lon inh -11, SKN-1 inh -13, FAS TE block 4, Rin1-Abl PPI inh -7, MsrA act -3 and CendR NRP1 mod -7.
CC(Sc1nc(N)cc(=O)[nH]1)C(=O)NCC(=O)Nc1ccc(F)c(F)c1F (stereo not drawn) was read as MsrA inhibitor 0.2, MT1-MMP act inh 1, Neddylation inh inactive, E coli Lon inh -12, SKN-1 inh -9, FAS TE block 1, Rin1-Abl PPI inh 1, MsrA act -7 and CendR NRP1 mod -3.
Screening O=C(CCSc1ccccc1Cl)Nc1cccc([N+](=O)[O-])c1 returned MsrA inhibitor 1.1, MT1-MMP act inh 3, Neddylation inh inactive, E coli Lon inh -7, SKN-1 inh 13, FAS TE block 52*, Rin1-Abl PPI inh -2, MsrA act -5 and CendR NRP1 mod 19.
`COc1ccc(S(=O)(=O)NCc2c(-c3ccccc3)noc2C)c(OC)c1` gave MsrA inhibitor 0.2, MT1-MMP act inh -2, Neddylation inh inactive, E coli Lon inh -6, SKN-1 inh 5, FAS TE block -4, Rin1-Abl PPI inh -3, MsrA act -2 and CendR NRP1 mod -3.

High-throughput results (PubChem)
